# High-throughput results from PubChem BioAssay.
# RGS4 act – RGS4 potentiators or activators, primary screen, cell-based, HEK293 M3R inducible RGS4, calcium flux. carbachol calcium flux Fluo4; hits give low values. 0.92% of 310,000 active. B-score at 10 µM. AID 463111, 2010;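 active = B-score of the integrated calcium signal more than 4 SD below the library mean, with starting fluorescence not abnormally high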;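 also: negative B-score means reduced calcium response which marks RGS4 activation or potentiation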
#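 test system = HEK293 cells with stable M3R and inducible RGS4 | schedule = recording 10 s baseline at 1 Hz, 100 s post-agonist | technique = Fluo4-AM (2 µM) calcium-flux fluorescence, kinetic read | measure = Agonist-evoked peak-minus-minimum fluorescence over baseline, integrated ratio, B score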
# TMEM16A act – TMEM16A chloride channel activators or potentiators, primary screen, cell-based, HTS. Anoctamin-1 (Mus musculus), Q8BHY3. HEK293 TMEM16A/YFP-H148Q/I152L, iodide quench fluorescence; hits give low values. B-score at 10 µM. 0.3% of 340,000 active;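 active = fluorescence-ratio B-score plate-corrected deviation score at least 3 library SD below zero, with starting fluorescence score within 5 deviations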;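 also: channel opened by trigger with iodide after compound preincubation; score built on the fluorescence ratio of max minus min over baseline; more negative score means more quench and so TMEM16A activation or potentiation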
# KCNK9 inh – KCNK9 potassium channel inhibitors, primary screen, HEK293 cells, thallium flux | Potassium channel subfamily K member 9 (Homo sapiens), Q9NPC2 | 1.2% of 310,000 active | B-score at 10 µM | FluxOR thallium flux fluorescence; hits give low values;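 active = ratio B-score over 3 SD below the library mean, with starting fluorescence within 5 SD of its mean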;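 also: negative B-score means less thallium flux so channel inhibition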
# hERG protect – hERG rescue from dofetilide block, primary screen, cell-based, CHO-hERG, FluxOR thallium flux, dofetilide IC70 | dofetilide IC70 present | activation (rescue from dofetilide block), less the hit threshold, % at 10 µM | AID 1511, 2009 | Voltage-gated inwardly rectifying potassium channel KCNH2 (Homo sapiens), Q12809 | 0.51% of 310,000 active;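 active = activation above the mean of controls blocked by dofetilide plus 5 SD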;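 also: thallium influx through hERG after potassium depolarization seen as dye fluorescence rise; in these data hits start at about 4.7%; inactives centre near -7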
# HDAC3 inh – HDAC3 deacetylase inhibitors, primary screen, biochemical, fluorescence, cell-free homogeneous; inhibition, % at 8.3 µM; recombinant HDAC3, fluorogenic peptide/trypsin coupled; 0.15% of 320,000 active; AID 2718, 2010; in the data active = inhibition above about 26%, passing the limit was not always enough; inconclusive = no clear call, values can overlap the other calls
# KCNQ1 act – potentiators or activators of KCNQ1 channel, primary screen, cell-based, thallium flux, high-throughput; Potassium voltage-gated channel subfamily KQT member 1 (Homo sapiens), P51787; CHO-K1 KCNQ1, thallium flux FluxOR fluorescence; hits give high values; B-score at 10 µM; 0.35% of 310,000 active;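 active = fluorescence ratio B-score, a plate-corrected score, at least three library SD, with initial intensity B-score within 5 SD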
# Target sequence (P51787 whole entry, looked up): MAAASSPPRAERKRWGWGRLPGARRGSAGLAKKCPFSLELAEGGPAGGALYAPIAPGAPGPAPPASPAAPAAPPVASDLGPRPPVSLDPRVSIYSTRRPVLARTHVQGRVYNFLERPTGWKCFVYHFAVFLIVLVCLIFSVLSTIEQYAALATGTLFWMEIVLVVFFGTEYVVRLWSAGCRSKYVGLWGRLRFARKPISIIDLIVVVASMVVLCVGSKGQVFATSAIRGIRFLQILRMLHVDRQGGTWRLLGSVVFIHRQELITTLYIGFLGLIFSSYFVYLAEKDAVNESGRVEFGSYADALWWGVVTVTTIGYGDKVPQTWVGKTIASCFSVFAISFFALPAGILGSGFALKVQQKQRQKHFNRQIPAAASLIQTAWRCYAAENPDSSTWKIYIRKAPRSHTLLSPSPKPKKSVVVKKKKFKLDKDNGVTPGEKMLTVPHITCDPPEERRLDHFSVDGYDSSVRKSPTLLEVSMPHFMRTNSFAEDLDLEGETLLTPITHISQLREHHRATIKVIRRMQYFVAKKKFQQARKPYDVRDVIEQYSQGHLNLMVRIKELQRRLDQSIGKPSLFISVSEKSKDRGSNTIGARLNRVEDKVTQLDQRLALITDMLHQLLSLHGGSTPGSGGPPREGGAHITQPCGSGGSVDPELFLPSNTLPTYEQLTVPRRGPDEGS
#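 assay system = CHO-K1 cells stably expressing KCNQ1 | medium = assay buffer, equal DMSO in all wells | timing = 37 °C overnight plating, 90-min dark dye load, 20-min compound pretreatment | measured by = kinetic FluxOR thallium fluorescence, 10-s 1-Hz baseline, 110-s post-stimulus read | measure = fluorescence change relative to baseline, converted to B score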
# KCNK3 block – human KCNK3 channel inhibitors, primary screen, CHO cells, FluxOR thallium flux, B-score; Potassium channel subfamily K member 3 (Homo sapiens), O14649; FluxOR fluorescence; hits give low values; B-score at 10 µM; 0.84% of 340,000 active;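 active = B-score under library mean minus 4 SD, starting fluorescence ratio at most library mean plus 5 SD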;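 also: more negative B-score means stronger inhibition of thallium flux through KCNK3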
# SKKanGAS inh – S. pyogenes SKKanGAS growth inhibitors in kanamycin, primary screen, streptokinase expression inhibitor project, SKKanGAS strain, BacTiter-Glo luminescence; AID 1662, 2009; inhibition, % at 7.5 µM; 1.3% of 300,000 active; 6 h;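 active = mean replicate score, as percent of positive control median, at least 50; inconclusive = mean below 50 but one replicate at or above 50; inactive = mean and every replicate below 50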;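 also: strain carries kanamycin resistance gene driven by streptokinase promoter and grows in 40 µg/ml kanamycin; loss of luminescence reflects streptokinase promoter inhibition or plain growth inhibition; 0% = median of DMSO wells and 100% = positive control at its reference dose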
# ANO1 block – TMEM16A chloride channel inhibitors, primary screen, cell-based, HTS | normalized B-score (activity score, 25-100; higher = stronger inhibition) at 10 µM | HEK293 TMEM16A/YFP iodide influx fluorescence, ionomycin | Anoctamin-1 (Mus musculus), Q8BHY3 | 1.2% of 310,000 active | AID 588511, 2011;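 active = ratio plate-corrected score three or more library SD toward inhibition, starting fluorescence score within five deviations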;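 also: score derived from kinetic fluorescence span divided by baseline fluorescence per well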
# KCNQ1 inh – inhibitors of human KCNQ1 channel, primary screen, cell-based, thallium flux, high-throughput; Potassium voltage-gated channel subfamily KQT member 1 (Homo sapiens), P51787; AID 2642, 2010; CHO-K1 KCNQ1, FluxOR thallium flux fluorescence; hits give high values; B-score at 10 µM; 1.3% of 310,000 active;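 active = compounds whose thallium flux B-score, printed positive for inhibition, exceeds three library SD while starting fluorescence stays within three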;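 also: channel opened by potassium depolarization with thallium stimulus after 20 min compound exposure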
# RGS4 block – RGS4 inhibitors, primary screen, cell-based, HEK293 M3R inducible RGS4, calcium flux; Fluo-4 calcium flux; hits give high values; triggered by carbachol at its EC20; B-score at 10 µM; 0.45% of 310,000 active; AID 463165, 2010;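 active = B-score, a plate-corrected calcium signal, over three deviations above library mean, with baseline fluorescence within five deviations of library mean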;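 also: RGS4 expression induced by doxycycline in cells with stable M3 receptor; B-score is computed from the integrated fluorescence ratio over baseline after carbachol; higher B-score means a larger calcium signal and so more RGS4 inhibition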
# Target sequence (P49798 whole entry, looked up): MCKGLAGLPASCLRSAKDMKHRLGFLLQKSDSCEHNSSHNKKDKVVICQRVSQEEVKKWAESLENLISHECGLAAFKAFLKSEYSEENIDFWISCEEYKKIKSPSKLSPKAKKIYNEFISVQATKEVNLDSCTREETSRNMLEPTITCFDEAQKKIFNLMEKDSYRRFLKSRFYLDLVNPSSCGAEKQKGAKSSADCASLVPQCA
# Active calls of the source: *; i = inactive; ? = inconclusive; · = no result given; & = joins results of further samples. Only part of the results is shown. The share of hits here may be higher or lower than overall.
SMILES,RGS4 act,TMEM16A act,KCNK9 inh,hERG protect,HDAC3 inh,KCNQ1 act,KCNK3 block,SKKanGAS inh,ANO1 block,KCNQ1 inh,RGS4 block
COc1ccc(C(CNC(=O)c2ccc3c(c2)CCC3)N(C)C)cc1 (configuration not stated),i,i,i,-6,-3,i,i,2,i,i,i
O=C(CCn1nc(-c2ccc(Cl)cc2)ccc1=O)N1CCC2(CC1)OCCO2,i,i,i,-13,3,i,i,0,i,i,i
Cc1ccc(OCC(=O)N2CCN(CC3CC4C=CC3C4)CC2)cc1 (configuration not stated),i,i,i,-6,-4,i,i,-4,i,i,i
O=c1[nH]c(=O)n(-c2ccccc2)c(O)c1N=Nc1ccc(Br)cc1,i,i,i,3,6,i,i,3,i,i,i
Cc1csc(NC(=O)C(Cl)c2ccccc2)n1 (configuration not stated) (tested in a mixture with another compound),i,i,i,-7,-5,i,i,-8,i,i,i
O=C(C(=O)N1CCOCC1)c1cn(Cc2ccc(F)cc2)c2ccccc12,i,i,i,-10,1,i,i,-3,i,i,i
O=C(N/N=C/c1c(O)n(CCc2ccc(F)cc2)c(=O)[nH]c1=O)c1ccccc1,i,i,i,-19,-4,i,i,44,i,i,i
CN1C(=O)NC(=O)/C(=C/c2ccc([N+](=O)[O-])s2)C1=O,i,i,i,-2,5,i,i,8,i,i,7.2*
CC(C)c1cccc(C(C)C)c1OCCn1ccnc1,i,i,i,-10,2,i,i,9,i,i,i
COC(=O)C1=C(c2cc3ccccc3o2)C[C@@H]2CC[C@H]1N2C(=O)N1CCC(O)CC1,i,i,i,-10,5,i,i,-4,i,i,i
O=c1[nH]c(=O)n(C2CCCCC2)c(O)c1C1NCCc2ccccc21 (configuration not stated),i,i,i,-9,-2,i,i,0,i,i,i
C=C(CC1CC(O)[C@]2(C)OC3CC4OC5C[C@]6(C)O[C@]7(C)CCC8OC9C[C@]%10(C)OC%11C(C)=CC(=O)OC%11CC%10OC9C[C@@H](C)C8OC7CC6O[C@]5(C)C/C=C\C4OC3CC2O1)C(=O)O (some centres not stated),i,i,i,-11,-2,i,i,33,i,i,i
CCOc1ccccc1-n1c(O)c(C=NCCCn2ccnc2)c(=O)[nH]c1=O,i,i,i,-9,15,i,i,15,i,i,i
CN(C)[C@@H]1C(=O)C(C(N)=O)=C(O)[C@@]2(O)C(=O)C3=C(O)c4c(O)cccc4[C@@](C)(O)[C@H]3[C@H](O)[C@@H]12,i,i,i,-10&-4,-2&-1&6,i,i,-2&-1,i,i,i
COc1cc(C)cc2oc(=O)c(CC(=O)N3C[C@H]4C[C@@H](C3)c3cccc(=O)n3C4)c(C)c12,i,i,i,-2,-47,i,i,0,i,i,i
O=C(c1cn(Cc2ccccc2)c2ccccc12)N1CCCCC1,i,i,i,-9,-3,i,i,-10,i,i,i
CC(C)c1ccc(C2NCc3ccccc3-n3cccc32)cc1 (configuration not stated),i,i,i,-10,2,i,i,9,i,i,i
CCCCn1c(=O)c(C(=O)Nc2ccccc2N)c(O)c2ccccc21,i,i,i,-8,-4,i,i,43,i,i,i
O=C(CCc1ccc(O)cc1)N1C[C@H]2C[C@@H](C1)c1cccc(=O)n1C2,i,i,i,-5,9,i,i,-5,i,i,i
CC1CN=C(NCc2ccccc2Cl)S1 (configuration not stated),i,i,i,-4,7,i,i,-4,i,i,i
O=C(CNS(=O)(=O)c1ccc(Br)s1)N1CCC2(CC1)OCCO2,i,i,i,-4,3,i,i,-2,i,i,i
OC(C#CCN1CCOCC1)(c1ccccc1)C1CCCC1 (configuration not stated),-8.9*,i,i,-3,-6,i,i,-7,i,i,i
O=C(CN1CCOCC1)c1cccc2ccccc12,i,i,i,-7,-1,i,i,-3,i,i,i
CCOC(C(=O)OCCC[N+](C)(CC)CC)(c1ccccc1)c1ccccc1,-8.7*,i,i,-1,0,i,i,-5,i,i,i
CC(=O)Nc1ccccc1C(=O)OCc1ccc(F)cc1,i,i,i,-8,1,i,i,-4,i,i,i
# Carrying on.
SMILES,RGS4 act,TMEM16A act,KCNK9 inh,hERG protect,HDAC3 inh,KCNQ1 act,KCNK3 block,SKKanGAS inh,ANO1 block,KCNQ1 inh,RGS4 block
O=[N+]([O-])c1cccc(CN2CCN(Cc3ccc(Br)cc3)CC2)c1,i,i,i,-13,2,i,i,-7,i,i,i
C=CCn1c(O)c(C=NCCN(C)C)c(=O)[nH]c1=O,i,i,i,-7,0,i,i,-4,i,i,i
Cn1c(O)c(C=NCc2ccco2)c(=O)n(C)c1=O,i,i,i,-8,?,i,i,0,i,i,i
CC(=O)c1cc(C#N)c(N2CCN(C)CC2)nc1C,i,i,i,-4,6,i,i,15,i,i,i
CC1=C(C(=O)O)N2C(=O)C(NC(=O)CCCC(=O)O)C2SC1 (configuration not stated),i,i,i,-8,1,i,i,-14,i,i,i
CCc1ccc(N2C(=O)NC(=O)C(Cc3ccc(OC)cc3OC)C2=O)cc1 (configuration not stated),i,i,i,-6,-6,i,i,3,i,i,i
O=C1C2CCCC1C(N1CCCC1)CC2 (configuration not stated),i,i,i,-12,1,i,i,-3,i,i,i
O=C(COC(=O)Cc1ccccc1)Nc1cccnc1Cl,i,i,i,-17,2,i,i,0,i,i,i
N=Cc1c(O)n(-c2ccccc2)c(=O)n(-c2ccccc2)c1=O,i,i,i,-9,·,i,i,5,i,i,i
CCC(=NCCCN(C)C)c1c(O)n(-c2ccc(OC)cc2)c(=O)[nH]c1=O,i,i,i,-7,6,i,i,-6,i,i,i
COc1ccc(C2SCC(=O)Nc3c2c(C)nn3C2CCOC(C)(C)C2)cc1 (configuration not stated),i,i,i,-8,-12,i,i,-15,i,i,i
CN(C(=O)Oc1ccc(C(C)(C)C)cc1)c1ccccc1,i,i,i,-6,4,i,i,-5,i,i,i
COc1ccccc1Cn1c(SCC#N)nc2cc(C(=O)N3CCC4(CC3)OCCO4)ccc2c1=O,i,i,i,-10,-5,i,i,0,i,i,i
COc1ccc(CC2(CCc3ccncc3)C(=O)NC(=O)NC2=O)cc1OC,i,i,i,-14,-2,i,i,-4,i,i,i
O=C1CC(c2ccccc2)CN1 (configuration not stated),i,i,i,-4,-2,i,i,3,i,i,i
CCN(CC)CCNC(=O)c1c(O)c2ccccc2n(Cc2ccccc2)c1=O,i,i,i,-8,11,i,i,2,i,i,i
CCC(=NCc1ccco1)c1c(O)n(C2CCCCC2)c(=O)[nH]c1=O,i,i,i,-12,7,i,i,0,i,i,i
O=[N+]([O-])c1ccccc1-c1cc(-c2ccccc2)cc(-c2ccccc2)[n+]1Cc1ccccc1Cl,-10*,·,-8*,-30,5,i,·,18,i,8*,i
Cc1ccc(C2C(S(C)(=O)=O)=C(O)C(=O)N2c2ccccc2)cc1 (configuration not stated) (tested in a mixture with another compound),i,i,i,-11,-3,i,i,5,i,i,i
Cc1nc2ccccc2c(=O)n1-c1ccccn1,i,i,i,-7,-4,i,i,0,i,i,i
CCOC(=O)c1c(C)[nH]c(C(=O)C(Cc2ccccc2)N(C)C)c1C (configuration not stated),i,i,i,-19,2,i,i,47,i,i,i
O=P(OCC(F)(F)C(F)F)(N1CCOCC1)N1CCOCC1,i,i,i,-6,0,i,i,-2,i,i,i
CN(C(=O)Oc1ccc(C(=O)c2ccc(Cl)cc2)cc1)c1ccccc1,i,i,i,-3,1,i,i,4,i,i,i
Cc1cccc(CNCCc2ccccc2)n1,i,i,i,-5,5,i,i,-13,i,i,i
CN1C(=O)NC(=O)C2(Cc3ccccc3N3CCOCC32)C1=O (configuration not stated),i,i,i,-2,4,i,i,-10,i,i,i
# Later entries:
SMILES,RGS4 act,TMEM16A act,KCNK9 inh,hERG protect,HDAC3 inh,KCNQ1 act,KCNK3 block,SKKanGAS inh,ANO1 block,KCNQ1 inh,RGS4 block
O=C(c1cc2nc(-c3ccccc3)cc(-c3ccccc3)n2n1)N1CCC2(CC1)OCCO2,i,i,i,-12,8,i,i,13,i,i,i
COC(=O)CSC1=NN1c1cc(C)nc(N)n1,i,i,i,-9,5,i,i,1,i,i,i
Cc1cc(OCC(=O)N2CCC(C(=O)O)(c3ccccc3)CC2)c2c(C)cc(=O)oc2c1,i,i,i,-8,-31,i,i,5,i,i,i
Cc1ccc(N=Cc2c(O)n(-c3ccc(C)cc3)c(=O)[nH]c2=O)cc1,i,i,i,1,-5,i,i,2,i,i,i
CCOCCCN=Cc1c(O)n(Cc2ccccc2)c(=O)[nH]c1=O,i,i,i,-7,2,i,i,-5,i,i,i
O=c1[nH]c(=S)n(Cc2ccco2)c(O)c1C=NCc1cccs1,i,i,i,1,-2,i,i,0,i,i,i
O=C1Nc2ccc(Br)cc2C(c2ccccc2Cl)=NC1O (configuration not stated),i,i,i,-6,3,i,i,5,i,i,i

# Laid out differently: results already given.
# Below each SMILES: RGS4 act	TMEM16A act	KCNK9 inh	hERG protect	HDAC3 inh	KCNQ1 act	KCNK3 block	SKKanGAS inh	ANO1 block	KCNQ1 inh	RGS4 block
O=C(c1cc2nc(-c3ccccc3)cc(-c3ccccc3)n2n1)N1CCC2(CC1)OCCO2
 : i	i	i	-12	8	i	i	13	i	i	i
COC(=O)CSC1=NN1c1cc(C)nc(N)n1
 : i	i	i	-9	5	i	i	1	i	i	i
Cc1cc(OCC(=O)N2CCC(C(=O)O)(c3ccccc3)CC2)c2c(C)cc(=O)oc2c1
 : i	i	i	-8	-31	i	i	5	i	i	i
Cc1ccc(N=Cc2c(O)n(-c3ccc(C)cc3)c(=O)[nH]c2=O)cc1
 : i	i	i	1	-5	i	i	2	i	i	i
CCOCCCN=Cc1c(O)n(Cc2ccccc2)c(=O)[nH]c1=O
 : i	i	i	-7	2	i	i	-5	i	i	i
